TRHR ag: activates the human TRH receptor. P34981. TRHR cells, calcium flux fluo-8, FDSS agonist mode. activation, % at 2 µM. hit rate 0.18% among 360,000. AID 493084; in the data active = activation above about 30%; note: 0% is about no effect
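TRHR-expressing cells, plated overnight in medium with 10% serum, were loaded with fluo-8 calcium dye at room temperature. After a 10 s baseline, library compound was pin-added and calcium release was recorded kinetically (ex 480/em 530) as agonist response.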
USP1 inh: inhibitors of human USP1/UAF1 deubiquitinase; recombinant USP1/UAF1, Ub-Rhodamine cleavage fluorescence; Potency, µM (doses to about 57.1 µM), for inactives: at the top dose activity change, negative = inhibition, most hits filed as inhibitors; O94782; hit rate 0.23% among 390,000; note: potency is the fitted concentration of half-maximal effect; % is set by controls: 0 for no effect and ±100 for the full control effect; nearly all actives have a fitted effect of over 60% in size; inactives centre near -12
Target sequence (O94782 whole entry, looked up): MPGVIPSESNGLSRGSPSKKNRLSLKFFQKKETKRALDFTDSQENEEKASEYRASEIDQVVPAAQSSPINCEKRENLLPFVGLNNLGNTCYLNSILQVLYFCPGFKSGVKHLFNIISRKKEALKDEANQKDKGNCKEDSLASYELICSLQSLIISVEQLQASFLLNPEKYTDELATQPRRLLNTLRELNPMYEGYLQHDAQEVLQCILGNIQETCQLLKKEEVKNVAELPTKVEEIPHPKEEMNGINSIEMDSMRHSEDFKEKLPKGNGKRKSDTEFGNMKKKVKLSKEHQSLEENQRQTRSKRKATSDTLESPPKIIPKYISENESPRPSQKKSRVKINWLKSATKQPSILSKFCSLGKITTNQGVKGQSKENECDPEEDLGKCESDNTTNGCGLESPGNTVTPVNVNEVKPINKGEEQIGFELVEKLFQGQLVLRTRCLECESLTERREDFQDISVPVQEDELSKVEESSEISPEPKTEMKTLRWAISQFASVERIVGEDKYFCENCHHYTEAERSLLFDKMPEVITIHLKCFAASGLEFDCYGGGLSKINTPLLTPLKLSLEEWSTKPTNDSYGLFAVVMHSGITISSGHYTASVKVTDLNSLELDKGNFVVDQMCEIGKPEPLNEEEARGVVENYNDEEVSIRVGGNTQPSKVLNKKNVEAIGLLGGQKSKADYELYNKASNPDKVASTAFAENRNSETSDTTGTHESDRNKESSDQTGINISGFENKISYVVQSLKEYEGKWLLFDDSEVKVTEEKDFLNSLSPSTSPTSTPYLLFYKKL
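USP1/UAF1 complex (1 nM) preincubated 15 min at room temperature with compound, then Ub-Rho substrate (150 nM final) added. Kinetic fluorescence at 480/540 nm over 6 reads at 60 s intervals; 50 mM HEPES pH 7.8, 0.5 mM EDTA, 0.1 mg/ml BSA, 1 mM TCEP, 0.01% Tween-20.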
Pin1 inhibitor: inhibitors of human Pin1; Potency, µM (highest dose often 115 µM), for inactives: at the highest dose activity, negative = inhibition, most hits filed as inhibitors; hit rate 0.009% among 390,000; Pin1 FP peptide displacement, HiFluor488, 10 min; active = well fitted inhibition curve with a large enough effect in the polarisation, with a control signal flat, not every such curve was filed as active; inconclusive = small, poorly fitted or top-dose-only effect, or effect the other way, or a change in a side signal; inactive = no such curve, though single readings can be large or run the other way; the % refers to the polarisation; note: potency is the fitted concentration of half-maximal effect; % is set by controls: 0 for no effect and ±100 for the full control effect
Target sequence (Q13526 whole entry, looked up): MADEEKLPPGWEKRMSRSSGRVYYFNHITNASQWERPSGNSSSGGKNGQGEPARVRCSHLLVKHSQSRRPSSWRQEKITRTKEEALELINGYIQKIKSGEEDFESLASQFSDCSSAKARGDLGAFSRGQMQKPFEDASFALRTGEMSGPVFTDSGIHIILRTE
D2 antag: D2 dopamine receptor (human) antagonism; P14416; HEK293 TREx D2 cells, calcium flux, dopamine EC80; inhibition, % at 10 µM; hit rate 2% among 340,000; AID 485344; in the data active = inhibition above about 30%; note: 0% is about no effect
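Tetracycline-induced HEK293 T-REx cells expressing D2 force-coupled to calcium signalling were dye-loaded, exposed to compound for 180 s, then challenged with an EC80 of dopamine; calcium flux was followed kinetically for a further 180 s.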
IDH1 R132H inh: blocks human mutant IDH1 R132H enzyme. AID 602179. hit rate 0.093% among 390,000. Potency, µM (titrated, usually from 76.6 µM), inactives show at the top dose activity change, negative = inhibition, usual class: inhibitors. IDH1-R132H enzyme, NADPH consumption, diaphorase/resazurin fluorescence; note: potency is the fitted concentration of half-maximal effect; % is set by controls: 0 for no effect and ±100 for the full control effect; nearly all actives have a fitted effect of over 65% in size
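IDH1-R132H (0.5 ug/mL dispensed) in pH 7.5 Tris buffer was preincubated 30 min with compound, then given a substrate mix of 0.016 mM NADPH and 2 mM alpha-KG for 80 min at room temperature; remaining NADPH was read by diaphorase/resazurin fluorescence.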
TrxR1 substrate: substrates of rat thioredoxin reductase 1; purified TrxR1 substrate turnover, NADPH consumption readout; Potency, µM (doses to about 114 µM), for the others: at the top dose activity change, negative = substrate turnover; hit rate 0.01% among 390,000; note: potency is the fitted concentration of half-maximal effect; % is set by controls: 0 for no effect and ±100 for the full control effect; nearly all actives have a fitted effect of over 50% in size
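Rat TrxR1, dispensed at 90 nM, was prereduced with 400 uM NADPH (final) for 5 min at ~22 deg C, then incubated with compound 15 min before 400 uM selenite. A first-read NADPH fluorescence drop versus no-compound background flagged substrates.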
D2 agonist: agonists of human D2 dopamine receptor. activation, % at 2 µM. P14416. HEK293 T-REx D2 cells, calcium flux agonist mode. AID 485358. hit rate 0.53% among 340,000;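 active = activation over 3 SD above normal in the single-dose calcium agonist read, cut at about 30% in these data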; note: 0% is about no effect
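Tetracycline-induced HEK293 T-REx cells with force-coupled D2 receptor, plated overnight at 30 C, loaded with no-wash calcium dye. After a 10 s baseline, compound was pin-added and calcium flux read kinetically for 180 s; calcium rises flagged agonists.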
rTrxR1 inhibitor: blocks rat thioredoxin reductase 1. recombinant rTrxR1, NADPH fluorescence consumption, selenite substrate. Potency, µM (top dose mostly 114 µM), for inactives: at the top dose activity change, negative = inhibition, hits mostly inhibitors. O89049. hit rate 1% among 390,000; note: potency is the fitted concentration of half-maximal effect; % is set by controls: 0 for no effect and ±100 for the full control effect; nearly all actives have a fitted effect of over 65% in size
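Rat TrxR1 (90 nM in the dispensed reagent) was pre-reduced with 400 uM NADPH for 5 min at room temperature, then incubated with compound for 15 min. After 400 uM selenite was added, NADPH fluorescence (Ex 340/Em 450 nm) was followed for 8 min.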
TRHR PAM: allosteric enhancers of human TRH receptor; P34981; TRHR cells, fluo-8 calcium fluorescence, EC20 TRH enhancement; enhancement, % at 2 µM; hit rate 0.66% among 360,000; AID 493056; in the data active = enhancement above about 30%; note: 0% is about no effect
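Enhancer read-out: after compound pinning and an initial kinetic agonist-mode read, an EC20 of TRH (10 nM final) was injected and fluo-8 calcium signal (Ex 480/Em 530) followed at 1 s/cycle for 100 cycles in TRHR-expressing cells.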
Numbers without * were called inactive; ? = inconclusive; nt = not tested or not shown; [ ] = remark or other dose. Unless noted, calls come from the whole dose curve; as a rule, active = well fitted inhibition curve with a large enough effect; inconclusive = small, poorly fitted or top-dose-only effect; inactive = no such curve, though single readings can be large or run the other way.

SMILES	TRHR ag	USP1 inh	Pin1 inhibitor	D2 antag	IDH1 R132H inh	TrxR1 substrate	D2 agonist	rTrxR1 inhibitor	TRHR PAM
COC(=O)c1sc2ccccc2c1NC(=O)c1coc2ccccc2c1=O	-0.4	-19.6%	-1.9%	10.0	0.7%	2.1%	-0.2	16.0%	5.2
COc1ccc(N(CC(=O)N/N=C(\C)c2ccccc2)S(=O)(=O)c2ccccc2)cc1	0.7	-14.8%	-1.6%	-8.4	23.8%	-0.8%	0.6	8.0%	4.7
Cc1ccccc1C(=O)NNc1ncnc2c1cnn2C	2.3	-12.5%	0.4%	5.4	0.0%	0.1%[57.1 µM]	0.5	10.5%[57.1 µM]	16.0
Cc1ccc(C)c(N2CCN(S(=O)(=O)c3c(C)noc3C)CC2)c1	-0.1	-14.0%	-18.0%	5.7	1.2%	2.5%	0.1	38.1%[activator]	4.3
CCOC(=O)C1C(=O)NC(C(=O)OCC)(C(=O)OCC)C1CC (stereo unspecified)	nt	4.2%	-6.5%	nt	-10.2%	-0.8%	nt	21.8%	nt
O=C(OC1CCCCC1=O)c1ccc(F)c(S(=O)(=O)N2CCOCC2)c1 (stereo unspecified)	0.6	-10.1%	-0.1%	-8.6	1.2%	7.0%	0.4	10.1%	-4.7
Cc1cccc(CNC(=O)CN2C(=O)CCCc3ccccc32)c1	-0.7	4.8%	-1.0%	nt	-4.4%	-1.4%	-0.1	10.1%	10.8
CO[C@H]1O[C@H](C)[C@@H](O)C[C@H]1NC(=O)OCc1ccccc1	0.1	-29.3%	0.9%	-6.9	2.7%	3.3%	0.1	13.2%	0.4
COc1ccc(C2C(C(=O)NCCN3CCOCC3)c3ccccc3C(=O)N2C2CCCCC2)cc1 (stereo unspecified)	-0.2	-7.5%	3.7%	-6.4	13.4%	-8.4%	-0.8	-20.3%	21.5
O=C(CNCc1ccco1)Nc1cc(S(=O)(=O)N2CCOCC2)ccc1N1CCCC1	-0.4	0.4%	-9.1%	nt	-0.8%	-4.6%	nt	-8.3%	6.6
O=C(O)C1C2CCCCC2=C2CCCCC2C1C(=O)c1ccccc1 (stereo unspecified)	-0.4	-8.5%	-7.8%	-16.7	8.5%	-8.0%	0.3	5.6%	2.5
CC(C)c1ccc(C2CC(=O)N3CN(Cc4ccco4)CSC3=C2C#N)cc1 (stereo unspecified)	0.2	-21.3%	-12.7%	4.3	20.7%	-4.5%	-0.7	-34.7%	2.4
CN(C)S(=O)(=O)N1CCc2ccccc2C1	0.2	-21.9%	2.6%	3.8	2.1%	1.6%	1.6	9.9%	9.9
Cc1ccc(NC(=S)N(Cc2ccco2)C(C)c2cccs2)c(Cl)c1 (stereo unspecified)	-0.1	-31.1%	36.7%[activator]	-7.8	1.4%	0.1%	-0.2	6.1%	0.8
CCOc1ccc(N(CC(=O)NCc2cccs2)S(=O)(=O)c2c(C)noc2C)cc1	-0.5	-25.4%	-2.1%	-12.4	5.8%	5.2%	-1.2	16.3%	1.0
Cc1cc(C(=O)CSc2nnc(-c3cccs3)o2)c(C)n1-c1ccccc1	-0.4	-19.2%	23.5%	-8.0	13.6%	-0.6%	0.1	-4.8%	-5.9
N#Cc1c(NC(=O)CCCl)sc2c1CCCCC2	-1.2	-2.8%	0.6%	nt	7.8%	-0.7%[57.1 µM]	nt	13.9%[57.1 µM]	14.7
COCCn1c(=O)[nH]c2cc(C(=O)NCCN3CCN(c4ccccc4F)CC3)ccc2c1=O	1.0	-8.7%	9.4%	96.4*	2.2%	-9.9%	83.0*	-23.5%	-2.8
Nc1c2c(nc3ccn(Cc4ccccc4)c(=O)c13)CCC2	-0.1	-5.2%	1.5%	-8.0	0.9%	16.8%	1.0	-7.8%	0.2
CCN(CC)C(=O)Oc1ccc2ccccc2c1Br	-0.3	-19.6%	3.0%	-5.2	-4.6%	6.5%[57.1 µM]	0.0	16.9%[57.1 µM]	-1.6
Cc1ccc(/C=N/n2c(COc3ccccc3)n[nH]c2=S)cc1	-1.0	-19.9%	-5.4%	-18.6	14.8%	-5.3%	-0.5	-18.4%	-7.7
CSc1cccc(NC(=S)N(CCC(C)C)C(C)c2ccncc2)c1 (stereo unspecified)	-0.7	-21.5%	-2.6%	-4.3	-6.3%	0.4%	0.2	24.2%	1.0
COc1ccc(NC(=O)COC(=O)c2ccc(S(=O)(=O)N(C)c3ccccc3OC)cc2)c(OC)c1	0.6	nt	nt	-3.6	nt	nt	-3.7	nt	-3.7
Cc1cccc(OCCCC(=O)NC(C)c2ccccc2)c1 (stereo unspecified)	-3.3	-13.0%	0.9%	14.9	-1.7%	-5.7%	-0.2	0.3%[57.1 µM]	9.5
COc1ccc(NC(=O)c2sc3nc(-c4ccc(OC)cc4)cc(C(F)(F)F)c3c2N)cc1	4.5	-14.6%	?	nt	9.4%	4.4%	1.1	23.0%	9.4
COc1cccc(CNS(=O)(=O)c2ccc3c(c2)N(C(C)=O)CCO3)c1	-0.4	-23.8%	-11.8%	61.4*	14.1%	-0.1%	-0.1	-3.0%	-22.8
COc1cc(C(C)=O)ccc1OCC(=O)Nc1ccc(C)c(S(=O)(=O)N2CCCCCC2)c1	0.6	-17.8%	32.8%[activator]	-5.4	3.5%	-0.6%	0.5	21.9%	-0.5
CSCc1cc(N(C)c2ccccc2)nc(-c2ccccn2)n1	-1.2	-16.6%	4.8%	9.5	10.5%	-6.3%	-0.6	-4.1%	3.1
CCOc1ccc(S(=O)(=O)N2CCN(Cc3ccc4c(c3)OCO4)CC2)cc1Cl	-0.3	-15.5%	5.7%	7.9	5.9%	1.8%[57.1 µM]	1.5	45.7%[0.0914 µM]	9.0
COCCNC(=O)/C(C#N)=C/c1c(N2CCCCCC2)nc2ccccn2c1=O	0.1	-15.3%	-3.2%	5.2	1.2%	-4.4%[57.1 µM]	1.2	14.0%[57.1 µM]	2.1
O=C(CSc1nc2nn(-c3ccccc3)c(=O)c-2c2n1CCCCC2)NCCCc1ccccc1	-0.9	-13.8%	2.6%	-0.7	5.9%	2.6%[57.1 µM]	-2.5	14.4%[57.1 µM]	-4.0
COC(=O)C(C)Oc1ccc(-c2nccc(-c3ccccn3)n2)cc1 (stereo unspecified)	2.4	-22.4%	-6.7%	18.6	7.2%	2.6%	0.8	25.7%	-7.9
COc1ccc(C2=NN(C(=O)CN3CCOCC3)C(c3nc4ccccc4[nH]3)C2)cc1 (stereo unspecified)	-0.5	-11.4%	-3.1%	nt	0.0%	14.5%[57.1 µM]	nt	25.8%[57.1 µM]	13.2
Cc1cccc2[nH]c(CCNC(=O)C3CCC(=O)N(CCc4cccc(F)c4)C3)nc12 (stereo unspecified)	-0.6	-9.8%	6.2%	nt	-13.6%	-4.3%	nt	6.0%	-1.7
CCCCCOC(=O)C1=C(C)NC(=O)NC1c1ccc(N(C)C)cc1 (stereo unspecified)	-0.4	-30.8%	44.6%[activator]	-4.0	-10.5%	-0.7%	0.2	10.8%	0.7
COc1cc(-c2nc(S(=O)(=O)c3ccc(C)cc3)c(N3CCOCC3)o2)cc(OC)c1OC	-0.2	-5.4%	-18.0%	nt	5.7%	0.5%	nt	?	2.8
COc1ccc(C(=O)NC2CCCc3c2cnn3-c2cccc(C)c2C)c(OC)n1 (stereo unspecified)	-0.9	-18.2%	0.1%	9.2	1.8%	-11.4%	-0.6	-2.9%	2.8
Cc1cc(C)n2nc(CC(=O)NC3CCCCCC3)nc2n1	0.1	-8.7%	-3.7%	-10.2	0.4%	9.6%	0.5	12.3%	1.9
COc1ccc(C(NC(=O)/C=C/c2ccco2)c2ccc(OC)cc2)cc1	1.1	-1.9%	21.6%	5.1	8.5%	0.3%	0.9	25.1µM*	8.1
CC(C(=O)NC1CCCC1)N1CCN(Cc2ccccc2)CC1 (stereo unspecified)	0.0	-21.2%	14.4%	29.9	7.7%	3.0%	0.0	17.3%	-1.8

Compounds listed so far with an aryl thioether with sulfur outside any ring, in the order listed:
SMILES	TRHR ag	USP1 inh	Pin1 inhibitor	D2 antag	IDH1 R132H inh	TrxR1 substrate	D2 agonist	rTrxR1 inhibitor	TRHR PAM
Cc1cc(C(=O)CSc2nnc(-c3cccs3)o2)c(C)n1-c1ccccc1	-0.4	-19.2%	23.5%	-8.0	13.6%	-0.6%	0.1	-4.8%	-5.9
CSc1cccc(NC(=S)N(CCC(C)C)C(C)c2ccncc2)c1 (stereo unspecified)	-0.7	-21.5%	-2.6%	-4.3	-6.3%	0.4%	0.2	24.2%	1.0
O=C(CSc1nc2nn(-c3ccccc3)c(=O)c-2c2n1CCCCC2)NCCCc1ccccc1	-0.9	-13.8%	2.6%	-0.7	5.9%	2.6%[57.1 µM]	-2.5	14.4%[57.1 µM]	-4.0

Remaining list, next part.
SMILES	TRHR ag	USP1 inh	Pin1 inhibitor	D2 antag	IDH1 R132H inh	TrxR1 substrate	D2 agonist	rTrxR1 inhibitor	TRHR PAM
O=C(Nn1c(Cc2cccs2)nc2ccccc2c1=O)c1ccc(F)c(F)c1	-0.5	-9.4%	-3.7%	-23.0	2.5%	-7.6%	-0.2	-12.2%	2.0
O=C(/C=C/c1cccs1)c1ccc(NC(=O)c2cccc(Br)c2)cc1	0.1	-19.0%	51.3%[activator]	10.1	-2.0%	-9.5%	-0.1	-10.4%	4.6
CCCC(=O)N1CCN(c2nc3ccc(CC)cc3s2)CC1	0.1	-5.8%	-16.9%	-3.0	1.0%	-0.9%	-2.4	23.4%	-1.6
COc1cccc(CC(=O)OC(C)C(=O)Nc2ccc(N3CCOCC3)cc2)c1 (stereo unspecified)	0.6	-7.3%	-11.7%	-6.2	10.6%	11.1%[57.1 µM]	0.0	20.4%[57.1 µM]	7.0
O=C(O)c1ccc(OCC2CCCO2)cc1 (stereo unspecified)	0.4	-14.5%	-2.3%	3.9	5.3%	7.3%	-0.2	12.4%	21.2

Bioassay records from PubChem.

Only part of the results is shown, so the mix of outcomes need not match the whole.
